# STK33 inh: inhibitors of purified STK33 kinase, primary screen, biochemical, ADP-Glo luminescence, homogeneous, cell-free. 0.073% of 320,000 active. inhibition, % at 10 µM. Serine/threonine-protein kinase 33 (Homo sapiens), Q9BYT3. MBP phosphorylation;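 active = inhibition at or above 25%, using the most active replicate where run in duplicate; inactive = inhibition below 25%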
# Target sequence (Q9BYT3 whole entry, looked up): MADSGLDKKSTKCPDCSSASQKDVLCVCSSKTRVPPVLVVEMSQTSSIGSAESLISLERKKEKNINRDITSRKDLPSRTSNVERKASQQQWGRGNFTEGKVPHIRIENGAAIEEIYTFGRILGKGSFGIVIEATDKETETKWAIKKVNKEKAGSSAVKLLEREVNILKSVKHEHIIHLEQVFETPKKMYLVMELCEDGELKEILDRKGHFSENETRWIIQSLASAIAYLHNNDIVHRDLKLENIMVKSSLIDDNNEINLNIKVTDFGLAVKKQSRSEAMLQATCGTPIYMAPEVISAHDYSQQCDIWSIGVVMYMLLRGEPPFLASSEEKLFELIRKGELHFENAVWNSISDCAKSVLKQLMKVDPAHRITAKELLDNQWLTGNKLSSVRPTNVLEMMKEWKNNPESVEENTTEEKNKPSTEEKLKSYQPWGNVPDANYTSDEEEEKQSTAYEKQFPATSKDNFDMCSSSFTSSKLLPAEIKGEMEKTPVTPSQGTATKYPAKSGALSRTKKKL
# OX1R antag: antagonists of human orexin 1 receptor (OX1R); OX1R-expressing cells, FRET antagonist read-out; 1.8% of 330,000 active; inhibition, % at 6.6 µM; Orexin/Hypocretin receptor type 1 (Homo sapiens), O43613; AID 485270, 2010; in the data active = inhibition mostly above about 38%, no sharp cut-off; inactive = mostly below about 40%;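 also: 0% = agonist challenge alone and 100% = reference antagonist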
# Target sequence (O43613 whole entry, looked up): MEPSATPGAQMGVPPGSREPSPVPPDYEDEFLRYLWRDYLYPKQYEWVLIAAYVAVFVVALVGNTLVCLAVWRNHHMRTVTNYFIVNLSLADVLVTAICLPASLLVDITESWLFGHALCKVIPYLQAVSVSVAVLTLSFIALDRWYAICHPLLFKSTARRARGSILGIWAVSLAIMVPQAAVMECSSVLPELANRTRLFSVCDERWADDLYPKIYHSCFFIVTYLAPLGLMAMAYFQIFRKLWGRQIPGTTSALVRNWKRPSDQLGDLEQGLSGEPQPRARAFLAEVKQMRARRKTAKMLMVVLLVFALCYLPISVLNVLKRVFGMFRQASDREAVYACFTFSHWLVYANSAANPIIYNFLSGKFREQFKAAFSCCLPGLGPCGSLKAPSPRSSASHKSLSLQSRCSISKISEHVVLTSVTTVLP
# An asterisk follows results filed as active; · = not tested or not shown. An unsorted share of the library. Share with any hit: about 1.8%.
SMILES,STK33 inh,OX1R antag
CCOc1ccc(C2/C(=C(\O)c3cccc(OC)c3)C(=O)C(=O)N2c2cc(C)on2)cc1OC (stereo unspecified),-0.6,22
N#CC1=C(N)Oc2cc(N)ccc2C1c1ccsc1 (stereo unspecified),-1.7,2
CCc1nnc(SCC(=O)Nc2nc(C)c(C(=O)N(C)C)s2)n1CC,-1.4,16
COc1ccc(-n2nnnc2SCc2nc(N)nc(N3CCOCC3)n2)cc1,-0.8,10
CN(C)/C(=N\S(=O)(=O)c1ccccc1)c1ccc([N+](=O)[O-])cc1,-0.9,22
COC(=O)[C@@](C)(O)C1(C(=O)SC(C)(C)C)CC1,-0.8,10
O=[N+]([O-])c1ccc(N2CCCCCC2)c(S(=O)(=O)N2CCCCC2)c1,-1.3,14
COc1ccccc1C(=O)NCCC(=O)Nc1cccc(S(=O)(=O)N2CCCC2)c1,0.8,0
C[C@H](C(=O)CC(=O)OC(C)(C)C)[C@H](O)c1ccccc1,-0.4,4
O=C(NCC1CCCO1)c1cc(-c2ccccc2)nc2ccc(Br)cc12 (stereo unspecified),-1.4,12
Cc1ccc(O)c(/C=N/NC(=O)Cc2ccc(Cl)cc2)c1,-1.7,13
Cc1cccc(C2c3[nH]c4ccccc4c3CCN2C(=O)c2ccc(=O)[nH]c2)n1 (stereo unspecified),-2.2,5
CCOc1ccc(NC(=O)CN(C)C(=O)CCN2C(=O)C3CC=CCC3C2=O)cc1OCC (stereo unspecified),-0.5,1
CC(=O)c1ccc(OC(=O)C(CCS(C)(=O)=O)N2C(=O)c3ccccc3C2=O)cc1 (stereo unspecified),0.1,13
COCc1cc(C)nc(SCC(=O)Nc2cccc(C)c2)c1C#N,-1.4,22
CCOc1ccc(CNC(=O)c2ccc(NC(=O)C3=CSCCO3)cc2)cc1,-1.7,18
Cc1cc2cc(C)c(SCC(=O)NCc3ccco3)nc2cc1C,-1.7,15
O=C(COC(=O)CNC(=O)C1CCCCC1)Nc1ccc(Cl)cn1,7.3,7
COc1cc(C#N)ccc1OCC(=O)N1CCc2ccccc2C1,-3.5,1
N#C/C(=N\Nc1cccc2ccccc12)c1nnc2n1CCCCC2,0.2,5
C=CCOc1nc2c(c(=O)n(C)c(=O)n2C)n1Cc1ccc(Cl)cc1Cl,5.4,10
COc1cc(SC#N)ccc1N=Cc1c(C)[nH]n(-c2ccc(C)c(C)c2)c1=O,0.1,-3
Cc1[nH]c(C)c2c(=O)n(-c3ccccc3)ncc12,-1.2,11
O=c1cc(Cl)c2ccccc2n1-c1ccccc1,-0.1,10
CCCn1c2ccc(C)cc2c2n[nH]c(=S)nc21,-1.3,16
COc1cc(-c2cccs2)cc(=O)c2c(C)oc(C)c12,0.3,8
Fc1ccccc1NC(=S)N1CCN(C/C=C/c2ccccc2)CC1,-1.3,9
O=C(Nc1ccc(Cl)cc1)c1cccs1,·,23
O=S(=O)(NCc1ccc(F)cc1)c1cc(Br)ccc1Br,-1.8,4
COc1ccccc1NS(=O)(=O)c1ccc(C)c(C(=O)NCc2cccnc2)c1,-0.6,2
Cn1cccc1/C=C1\CC(C(C)(C)C)C/C(=C\c2cccn2C)C1=O (stereo unspecified),-0.9,11
Cc1ccc(/C=C(\C#N)C(=O)Nc2cccc3ncccc23)o1,6.9,11
COCCC(=O)N1CCC(Oc2ccc(C(=O)N3CCCCCCC3)cc2)CC1,0.1,17
O=C(Cc1ccccc1)Nc1cc([N+](=O)[O-])ccc1N1CCOCC1,1.0,21
Cc1nc2ccccc2n1C1CC(=O)N(N(C)C)C1=O (stereo unspecified),-0.6,13
CCc1nnc(NC(=O)CSc2nnc(-c3ccco3)n2C)s1,-0.9,12
Cc1ccc(-c2cc(C(=O)N3CCC(C)CC3)c3ccccc3n2)cc1,0.5,·
COc1ccc(-c2noc(CCCC(=O)NC3CCCC3)n2)cc1,1.8,27
O=C(NCCS(=O)(=O)NCc1ccccc1)c1ccccc1,0.5,22
C#CCOCCOCCOCCNc1nc(N2CCN(C(=O)[C@H](Cc3ccc(O)cc3)n3cc(CCO)nn3)CC2)nc(N2CCN(C(=O)[C@H](Cc3ccc(O)cc3)n3cc(CCO)nn3)CC2)n1,0.8,16
Cc1cc(C)cc(NC2=NCC(=O)N2Cc2ccccc2)c1,-1.0,30
O=C(COc1ccccc1Cl)NNC(=O)Cn1[nH]c(=O)c2ccccc2c1=O,0.1,2
O=C(Nc1ccc(F)c(F)c1)C1CCCN1S(=O)(=O)c1ccc(F)cc1 (stereo unspecified),-0.1,74*
Fc1ccc(-c2csc(Nc3ccccn3)n2)c(F)c1,-1.4,14
O=C(Nc1cccc(S(=O)(=O)N2CCOCC2)c1)C1CCCN(C(=O)c2ccc(Cl)cc2)C1 (stereo unspecified),1.0,5
CC(=O)Cc1nsc(NC(=O)c2ccc(Cl)cc2Cl)n1,1.0,-8
CCN1CCN(CCCNC(=O)C2c3ccccc3C(=O)N(C)C2c2ccc(OC)cc2)CC1 (stereo unspecified),0.3,3
Cc1ccc(-n2nc(C)c3c2OC(N)=C(C#N)C3c2cccs2)cc1 (stereo unspecified),3.0,37
COc1ccc(COC(=O)c2ccc(S(=O)(=O)N3CCCCC3)cc2)cc1OC,-1.0,-4
COc1ccc(C2c3c(ccc4ccccc34)Oc3ncn4nc(CO/N=C/c5ccccc5)nc4c32)cc1 (stereo unspecified),0.4,21
Cc1cc(C)n(CC(=O)n2c(C)c(C)c3ccccc32)n1,-1.6,30
CC1(C)CC(=O)C2=C(C1)NC1=C(C(=O)c3ccccc31)C2c1cc([N+](=O)[O-])ccc1O (stereo unspecified),-0.4,31
CCN(CC(=O)NCc1cccs1)C(=O)c1ccc(S(=O)(=O)N(CC)c2ccccc2)cc1,-1.2,15
CC(=O)c1cc2c(cc1NC(=O)C1CC=CCC1C(=O)O)OCO2 (stereo unspecified),-1.2,11
CC1=Nc2cc(C(=O)N3CCCC3)ccc2Sc2ccc(C)cc21,1.4,3
O=C(NC(=S)Nc1ccccc1N1CCOCC1)c1ccc(-c2ccccc2F)o1,-0.9,8
Cc1nn2c(=O)cc(COC(=O)c3ccc(NC(=O)C(C)(C)C)cc3)nc2s1,-1.2,33
Cc1ccc(OC(C)C(=O)Nc2ccc(Cl)cn2)c([N+](=O)[O-])n1 (stereo unspecified),-0.5,20
Fc1ccc2cnc(-c3ccccc3)c(-c3cccc(C(F)(F)F)c3)c2c1,-1.1,15
FC(F)(F)c1cc(C(F)(F)F)c2ccc(N3CCN(c4ccc(Cl)cc4)CC3)nc2n1,-1.6,16

# Next section
SMILES,STK33 inh,OX1R antag
COc1ccc2sc(NC(=O)c3ccco3)nc2c1,5.7,16
COc1ccc(CCNC(=O)CSc2nc(C)cs2)cc1,-1.2,8
COc1ccc(C2NC(=O)NC3=C2CCc2ccccc23)cc1 (stereo unspecified),1.1,40
O=C(Nc1cccc(S(=O)(=O)NC2=NCCC2)c1)c1ccc(C(F)(F)F)cc1,-1.4,15
O=C(Cc1cccs1)N1CCN(S(=O)(=O)c2cc(Cl)ccc2Cl)CC1,-1.0,15
Cc1cccc(N2C(=N)SCC2=O)c1C,-3.3,5
O=[N+]([O-])c1ccc(N2CCN(Cc3ccc([N+](=O)[O-])o3)CC2)cc1,-0.7,·
Cc1ccc(C2=NS(=O)(=O)N(C)C(C(=O)NC3CCCC3)=C2)cc1,-2.0,17
CCOc1ccc(NC(=O)c2ccccc2NC(=O)CN(C)CC(=O)Nc2ccc(C)cc2)cc1,0.9,24
Cc1ccc(NC(=O)CN2CCN(Cc3ccccc3)CC2)cc1F,-1.6,5
COc1cc(OC)c(/C=N/n2c(C)nnc2C)c(OC)c1,-2.6,6
Cc1c(Cl)c([N+](=O)[O-])nn1CC(=O)NCc1ccco1,0.7,29
O=c1oc(-c2ccco2)nc2c1cnn2-c1ccccc1,-1.2,19
CCc1ccc(NC(=O)NCC2CCN(Cc3cccc(Cl)c3)CC2)cc1,-0.8,1
O=C(CSC(=S)N1CCSCC1)c1ccc(Cl)cc1,-2.1,22

# The final three records of the section before come first, to join the parts.
SMILES,STK33 inh,OX1R antag
O=c1oc(-c2ccco2)nc2c1cnn2-c1ccccc1,-1.2,19
CCc1ccc(NC(=O)NCC2CCN(Cc3cccc(Cl)c3)CC2)cc1,-0.8,1
O=C(CSC(=S)N1CCSCC1)c1ccc(Cl)cc1,-2.1,22
CN1CCC(OC(=O)c2cccc(Cl)c2)CC1,-1.2,6
O=C(Cc1csc(Nc2nc(=S)[nH]c3ccccc23)n1)N1CCN(c2cccc(Cl)c2)CC1,-1.0,3
Cc1occc1-c1nnc(SCC(=O)NCCc2ccccc2)n1Cc1ccccc1,-0.6,41
O=C(NCCCN1CCCCC1)C1CCN(S(=O)(=O)N2CCC3(CC2)OCCO3)CC1,-1.9,10
O=C1NC(NS(=O)(=O)c2ccc(Cl)cc2)(C(F)(F)F)C(=O)N1Cc1cccnc1 (stereo unspecified),-1.2,7
CCCC(=O)NC(NC1CCS(=O)(=O)C1)C(Cl)(Cl)Cl (stereo unspecified),-0.4,14
CCCN1CNC(=S)N(CC2CCCO2)C1 (stereo unspecified),-0.5,-8
C=CCOC(=O)C1=C[C@H](c2ccc(Br)cc2)C[C@H](OCCCCO)O1,0.4,11
O=C(c1ccco1)N1CCN(S(=O)(=O)c2ccc3c(c2)CCN3C(=O)C2CC2)CC1,1.1,16
N#CCOc1ccccc1/C=C/c1nc2ccccc2c(=O)[nH]1,-0.8,8
O=C(CN1C(=O)C2CCCCC2C1=O)Nc1cccc([N+](=O)[O-])c1 (stereo unspecified),·,28
CN(CC1CCCO1)S(=O)(=O)c1ccc(C(=O)Nc2nccs2)cc1 (stereo unspecified),1.1,14
Cc1ccc(NC(=O)Cn2nnc(C(=O)NCc3ccco3)c2N)cc1,-0.4,18
CCOc1ccccc1Nc1nnc(SCC(=O)N(C)C2CCS(=O)(=O)C2)s1 (stereo unspecified),-0.5,6
Cc1c(CC(=O)N2CCN(C(=O)C3COc4ccccc4O3)CC2)c(=O)oc2cc(O)cc(O)c12 (stereo unspecified),0.1,12
Cc1ccc(C2=NS(=O)(=O)N(C)C(C(=O)Nc3cc(C)n(CC(=O)N4CCC(C)CC4)n3)=C2)cc1,0.4,16
CN(Cc1ccccc1)C(=O)C(C(=O)c1ccc(F)cc1)n1cc(Cl)ccc1=O (stereo unspecified),-0.6,15
O=C(Nc1ccc(N2CCN(C(=O)C3CC3)CC2)cc1)c1cccs1,·,10
CCOC(=O)C1Oc2ccccc2C(c2ccc(F)cc2)=C1C(=O)OC (stereo unspecified),·,13
Cc1ccc(O)c(-c2cc(C(F)(F)F)[nH]n2)c1,1.2,13
Cc1cc(C)n(CCC(=O)N2CCN(S(=O)(=O)c3ccc(C)c(C)c3)CC2)n1,1.5,5
CCCCn1c(N)c(N(CC)C(=O)c2ccco2)c(=O)[nH]c1=O,0.0,-1
Cc1cc(=O)n(CCCc2ccccc2)[nH]1,-1.5,20
Cc1ccc(NC(=O)NCCc2ccc(S(N)(=O)=O)cc2)cc1,-1.0,16
CNc1ccncc1S(=O)(=O)NC,-1.1,0
Cc1ccc(S(=O)(=O)N2CCN(CCOc3cccc(C)c3)CC2)cc1,0.1,5
CCc1n(CC(O)COCc2ccccc2)c2ccccc2[n+]1C (stereo unspecified),·,10
COc1ccc2c(CCNC(N)=S)c[nH]c2c1,-0.6,10
CCOC(=O)c1ccc(NC(=O)C2COc3ccccc3O2)cc1 (stereo unspecified),1.7,3
CN(C(=O)CSc1nc(-c2ccccc2)cs1)C1CCS(=O)(=O)C1 (stereo unspecified),-0.5,12
O=C(NCc1ccccc1)c1ccc(S(=O)(=O)C(F)F)cc1,-1.2,38
O=C1C(c2ccc(F)cc2)N(C2CCCCC2)C(=O)CN1C1CCCC1 (stereo unspecified),-1.3,5
C/C(CC(=O)Nc1ccc(C)c(Cl)c1)=N\NC(=O)c1ccccn1,-0.1,14
O=C(NCCN1CCOCC1)c1cc2ccccc2oc1=O,1.2,26
CCOc1cc(C(=S)N2CCOCC2)ccc1OC(=O)c1cccc(C)c1,-1.8,47
Cc1csc2nc(NC(=O)c3ccccc3)sc(=O)c12,-0.6,25
Cc1ccc(Nc2nc(N)nc(CN3CCc4ccccc4C3)n2)cc1,-1.3,13

# Structures from the list above containing an aryl methoxy group:
SMILES,STK33 inh,OX1R antag
CCOc1ccc(C2/C(=C(\O)c3cccc(OC)c3)C(=O)C(=O)N2c2cc(C)on2)cc1OC (stereo unspecified),-0.6,22
COc1ccc(-n2nnnc2SCc2nc(N)nc(N3CCOCC3)n2)cc1,-0.8,10
COc1ccccc1C(=O)NCCC(=O)Nc1cccc(S(=O)(=O)N2CCCC2)c1,0.8,0
COc1cc(C#N)ccc1OCC(=O)N1CCc2ccccc2C1,-3.5,1
COc1cc(SC#N)ccc1N=Cc1c(C)[nH]n(-c2ccc(C)c(C)c2)c1=O,0.1,-3
COc1cc(-c2cccs2)cc(=O)c2c(C)oc(C)c12,0.3,8
COc1ccccc1NS(=O)(=O)c1ccc(C)c(C(=O)NCc2cccnc2)c1,-0.6,2
COc1ccc(-c2noc(CCCC(=O)NC3CCCC3)n2)cc1,1.8,27
CCN1CCN(CCCNC(=O)C2c3ccccc3C(=O)N(C)C2c2ccc(OC)cc2)CC1 (stereo unspecified),0.3,3
COc1ccc(COC(=O)c2ccc(S(=O)(=O)N3CCCCC3)cc2)cc1OC,-1.0,-4
COc1ccc(C2c3c(ccc4ccccc34)Oc3ncn4nc(CO/N=C/c5ccccc5)nc4c32)cc1 (stereo unspecified),0.4,21
COc1ccc2sc(NC(=O)c3ccco3)nc2c1,5.7,16
COc1ccc(CCNC(=O)CSc2nc(C)cs2)cc1,-1.2,8
COc1ccc(C2NC(=O)NC3=C2CCc2ccccc23)cc1 (stereo unspecified),1.1,40
COc1cc(OC)c(/C=N/n2c(C)nnc2C)c(OC)c1,-2.6,6
COc1ccc2c(CCNC(N)=S)c[nH]c2c1,-0.6,10

# Source: PubChem BioAssay
